Rtt109 Vps75 – blocks Candida albicans Rtt109/Vps75 acetyltransferase activity. Q5AAJ8. purified Rtt109/Vps75, ThioGlo CoA-SH fluorescence, 4 h. inhibition, % at 34.9 µM. actives 0.16% (n = 330,000);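 active = inhibition of at least 50% in every replicate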
Target sequence (Q5AAJ8 whole entry, looked up): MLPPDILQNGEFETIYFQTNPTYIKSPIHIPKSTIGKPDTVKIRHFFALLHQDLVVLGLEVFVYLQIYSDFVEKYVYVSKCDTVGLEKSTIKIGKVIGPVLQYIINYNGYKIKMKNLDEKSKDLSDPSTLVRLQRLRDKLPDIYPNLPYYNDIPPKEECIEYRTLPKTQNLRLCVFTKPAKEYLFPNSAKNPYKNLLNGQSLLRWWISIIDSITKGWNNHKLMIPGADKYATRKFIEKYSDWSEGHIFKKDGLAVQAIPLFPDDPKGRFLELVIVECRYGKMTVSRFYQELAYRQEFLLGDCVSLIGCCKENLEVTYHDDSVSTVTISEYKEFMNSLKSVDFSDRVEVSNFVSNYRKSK
phage Ecoli inh – E. coli growth loss with phage present. growth absorbance. inhibition, % at 11.9 µM. actives 0.26% (n = 360,000); in the data active = inhibition above about 11%
PfHsp90 yeast 2 – inhibits growth of yeast expressing Plasmodium falciparum Hsp90. S. cerevisiae expressing PfHsp90, BacTiter-Glo ATP, 48 h; yeast lacking PDR1 and PDR3 efflux regulators. AID 504621. inhibition, % at 9.4 µM. actives 0.32% (n = 310,000);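 active = every replicate shows inhibition above about 80%, whatever the replicate mean, limit read from the data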;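 also: 0% = DMSO neutral controls and 100% = 20 µM radicicol positive controls; yeast relying on Plasmodium falciparum Hsp90 in place of its own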
E coli growth – bacterial growth inhibition, counter-screen for AddAB inhibitors; inhibition, % at 11.9 µM; E. coli V3065 growth, OD600 absorbance, 18 h; actives 0.27% (n = 330,000);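 active = inhibition above the campaign's mean inhibition across all tested compounds plus 3 SD, cut at about 9.9% in these data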;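 also: uninfected addAB+ strain grown without phage in ampicillin broth; 0% = DMSO wells and 100% = ciprofloxacin 0.95 µg/ml wells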
Wnt bcat act – activates Wnt/beta-catenin signaling in a reporter cell assay; activator, plate reader; AID 743398; activation, % at 9.35 µM; actives 1.2% (n = 300,000); in the data active = activation above about 30%, passing the limit was not always enough;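 also: 0% = neutral control wells and 100% = positive control wells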
AddAB inh – less growth of phage-infected E. coli with AddAB | E. coli expressing H. pylori AddAB, absorbance growth | inhibition, % at 11.9 µM | actives 0.29% (n = 330,000) | AID 435030; in the data active = inhibition above about 12%;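 also: 0% = vehicle wells of infected cells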
PvdQ inh – blocks Pseudomonas aeruginosa PvdQ acylase activity. purified PvdQ acylase, fluorescence plate reader. inhibition, % at 10 µM. actives 0.063% (n = 340,000); in the data active = inhibition above about 30%, passing the limit was not always enough;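 also: 0% = vehicle neutral wells and 100% = reference inhibitor wells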
DAGLB inh – diacylglycerol lipase beta (human) inhibition. Q8NCG7. HEK293T DAGLB membrane lysate, EnzChek fluorogenic substrate. inhibition, % at 5.17 µM. actives 0.059% (n = 340,000). AID 504411; in the data active = inhibition above about 34%;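 also: 0% = enzyme with vehicle and 100% = wells lacking enzyme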
Target sequence (Q8NCG7 whole entry, looked up): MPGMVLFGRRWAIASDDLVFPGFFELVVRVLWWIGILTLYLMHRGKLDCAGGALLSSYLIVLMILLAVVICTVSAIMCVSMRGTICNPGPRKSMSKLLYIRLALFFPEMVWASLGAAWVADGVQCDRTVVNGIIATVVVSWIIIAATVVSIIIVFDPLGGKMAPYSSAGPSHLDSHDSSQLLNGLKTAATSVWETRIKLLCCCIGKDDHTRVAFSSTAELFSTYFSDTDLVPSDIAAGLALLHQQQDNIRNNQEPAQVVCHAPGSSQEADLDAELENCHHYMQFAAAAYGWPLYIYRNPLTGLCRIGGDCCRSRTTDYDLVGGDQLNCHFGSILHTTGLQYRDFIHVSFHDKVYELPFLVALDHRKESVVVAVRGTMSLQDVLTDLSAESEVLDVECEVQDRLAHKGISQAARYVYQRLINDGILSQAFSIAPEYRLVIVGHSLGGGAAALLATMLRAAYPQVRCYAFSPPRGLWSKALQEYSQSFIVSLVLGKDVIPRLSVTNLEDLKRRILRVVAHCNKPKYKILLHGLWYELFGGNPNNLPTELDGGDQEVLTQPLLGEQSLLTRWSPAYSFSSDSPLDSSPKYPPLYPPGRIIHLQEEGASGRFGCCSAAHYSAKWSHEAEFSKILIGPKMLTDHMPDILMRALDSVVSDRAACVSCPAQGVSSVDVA
Tat export inh – E. coli Tat transport inhibition; E. coli MC4100 TorA-mCherry Tat export, fluorescence; inhibition, % at 10 µM; actives 0.036% (n = 340,000); AID 488895;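 active = mean replicate inhibition at least 50% and at least half of replicates individually reaching 50%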;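 also: exported cargo escapes ClpAP degradation while cytoplasmic cargo is degraded and loses fluorescence; 0% = median of neutral control wells and 100% = median of NaSCN control wells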
CAL PDZ inh – blocks peptide binding to human CAL PDZ domain; Q9HD26; actives 0.02% (n = 330,000); purified CAL PDZ, TMR-peptide fluorescence polarization, 1 h; AID 504414; inhibition, % at 20 µM;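 active = highest replicate inhibition of at least 40%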;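 also: plate controls were DMSO neutral control wells for no effect and unlabeled competitor peptide control wells for full effect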
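Material: tagged CAL PDZ protein CerCALP, purified; buffer or medium: sodium phosphate/NaCl buffer pH 7.4 with TCEP, IgG, Thesit; also added: fluorescent TMR peptide probe; schedule: 1 h incubation at room temperature before polarization reading; technique: fluorescence polarization from S- and P-plane intensities, G-factor corrected; control set: unlabelled peptide and DMSO controls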
* = called active by the depositor; / = not tested or not shown.

SMILES	Rtt109 Vps75	phage Ecoli inh	PfHsp90 yeast 2	E coli growth	Wnt bcat act	AddAB inh	PvdQ inh	DAGLB inh	Tat export inh	CAL PDZ inh
COc1ccc(C2=NS(=O)(=O)N(C)C(C(=O)NCc3ccc(F)cc3)=C2)cc1OC	33	2.4	12	-2.9	-2	1.2	2	-9	-9	0.1
CCCc1nc(SCC(=O)Nc2nnc(CC)s2)c2c(=O)n(C)c(=O)n(C)c2n1	-4	3.1	-78	1.0	0	4.6	-4	-1	-1	-2.8
Cc1cc(C)c2c(=O)[nH]c(SCC(=O)c3ccc(C(C)C)cc3)nc2n1	7	-1.6	-38	-0.1	/	0.8	-11	-1	-6	-1.2
O=C(CSCc1cc(=O)[nH][nH]1)Nc1ccc(F)cc1	/	2.6	1	-1.2	-1	2.8	-13	6	-3	-0.1
CCN(CC)S(=O)(=O)c1ccc2[nH]cc(C(=O)NCCN3CCCCC3C)c(=O)c2c1 (stereo not drawn)	12	1.6	19	-0.3	/	0.7	5	1	-4	-2.1
COc1ccc(/C=N/NC(=O)c2ccc(Br)cc2)c(OC)c1	-18	4.8	-8	-0.7	-2	-0.7	-6	-1	-3	-2.8
Cc1ccsc1C1C(C#N)=C(N)N(N(C)C)C2=C1C(=O)CC(C)(C)C2 (stereo not drawn)	0	0.6	/	1.5	0	1.3	8	0	-1	-1.5
CCCSc1nc2cc(OC)c(OC)cc2c(=N)n1CCCN1CCOCC1	9	0.3	/	-0.2	-1	-2.3	-4	4	-2	-3.7
CN(C)Cc1cc(CCNC(=O)c2ccc(Cl)cc2)ccc1O	-10	0.1	47	-0.6	-1	3.2	-15	1	-2	0.2
COc1ccc(NC(=O)c2nc[nH]c2C(=O)N2CCC(C)CC2)cc1	-8	1.0	/	0.8	7	2.6	-1	-2	-3	0.4
COc1ccc(-c2nnc(SCC(=O)NC3CCCc4ccccc43)n2N)cc1 (stereo not drawn)	0	2.4	5	2.1	-5	4.0	-10	0	-5	-1.6
CC(OC(=O)Cc1c[nH]c2ccccc12)C(=O)NC1CCCCC1C (stereo not drawn)	-6	-2.1	28	2.6	-2	-0.1	-9	1	7	0.4
NC(N)=Nc1nc(CSCC/C(N)=N/S(N)(=O)=O)cs1	0	3.0	-6	1.6	0	0.3	-5	1	-15	0.3
CNC(=O)c1c(NC(=O)c2cccc(C)c2)sc2c1CCC2	7	-0.2	-11	-0.8	14	1.9	-7	-3	-13	0.4
O=C(NC(=S)NCCSc1ccccc1)c1cccnc1	9	2.2	-12	0.3	0	2.5	-12	-3	0	-2.8
CCOc1ccc(C(=O)NC2CCN(C(=O)Nc3ccccc3OC)CC2)cc1	3	2.5	/	-0.6	4	3.7	-5	4	3	-4.5
S=C1NCN(CCc2ccccc2)CN1Cc1ccccc1	7	2.4	-7	3.5	2	0.8	-7	0	7	0.7
O=C(NN1CCOCC1)c1ccc(Cl)cc1[N+](=O)[O-]	-2	-0.8	-2	0.5	-1	3.4	8	-1	-4	-0.9
N#CCOc1nc(N2CCCCC2)nc(N2CCCCC2)n1	1	0.8	3	2.6	-1	6.8	-4	-6	1	0.0
O=C(CCN1CCN(c2ccccc2)CC1)Nc1nccs1	4	2.0	23	0.1	-2	1.7	-13	0	0	-0.4
O=C(NC(=S)N1CCN(c2ccc(O)cc2)CC1)c1cccs1	15	-1.5	2	1.2	3	0.9	10	1	1	-2.7
CN(CC(=O)Nc1ccc(F)cc1)C(=O)c1ccc(OCc2ccccc2)cc1	-2	1.7	8	/	-1	/	11	-4	-5	0.0
Cc1oc(CC(C)C)cc1C(=O)NCCCC(=O)O	3	1.1	17	-0.2	-1	-1.4	-5	1	-3	-3.3
CCNc1nc(NCC)nc(N(C#N)CCOc2ccccc2)n1	-2	2.0	11	-2.6	-2	0.3	-10	-1	-6	-1.0

Part of the list above, limited to Rtt109 Vps75 and PfHsp90 yeast 2.
canonical_smiles | Rtt109 Vps75 | PfHsp90 yeast 2
CCOc1ccc(C(=O)NC2CCN(C(=O)Nc3ccccc3OC)CC2)cc1 | 3 | /
S=C1NCN(CCc2ccccc2)CN1Cc1ccccc1 | 7 | -7
O=C(NN1CCOCC1)c1ccc(Cl)cc1[N+](=O)[O-] | -2 | -2

New compounds follow
SMILES	Rtt109 Vps75	phage Ecoli inh	PfHsp90 yeast 2	E coli growth	Wnt bcat act	AddAB inh	PvdQ inh	DAGLB inh	Tat export inh	CAL PDZ inh
Cc1ccc(S(=O)(=O)N2CCN(C(=O)Cc3ccsc3)CC2)c(C)c1	-1	3.1	9	1.7	4	0.0	-8	-1	1	-0.5
Cc1cc(C)n(C(=O)c2ccc(S(=O)(=O)NCC3CCCO3)cc2)n1 (stereo not drawn)	-4	3.7	11	0.0	-1	1.2	-2	1	-3	-0.4
O=C(O)/C=C/C(=O)Nc1cccc2c1-c1ccccc1C2=O	-2	-0.2	-2	/	-2	/	-2	4	-2	-1.6
COc1ccc(N2C(=O)CC(NNC(=O)c3ccco3)C2=O)cc1 (stereo not drawn)	5	0.9	1	-1.1	0	1.9	4	-1	8	-1.9
CNC(C)C#Cc1ccc2sc3cccc(OC)c3c(=O)c2c1 (stereo not drawn)	-30	1.6	12	-1.9	3	2.0	6	-1	-3	-2.9
Cc1cc(NC(=O)C(=O)NCCN2CCN(S(C)(=O)=O)CC2)ccc1Br	-3	2.6	-12	-0.6	0	1.2	-12	-2	5	-1.5
CC(=NNC(=O)C(C)SC(C)C(=O)NN=C(C)c1cccnc1)c1cccnc1 (stereo not drawn)	1	2.5	9	/	-3	/	-12	2	-1	1.1
C[C@@H]1CC[C@]2(C(=O)O)CC[C@]3(C)C(=CCC4[C@@]5(C)CC[C@H](O)[C@@](C)(C(=O)O)C5CC[C@]43C)C2[C@]1(C)O (stereo partly drawn)	6	-0.2	-12	-0.3	-3	4.2	-7	0	1	-0.8
Cc1cccc(CS(=O)(=O)c2ncc(CO)n2C)c1	-3	3.0	-2	-1.4	-1	0.1	-13	-1	12	-0.2
CCC(C(=O)O)N1C(=O)c2ccccc2C1=O (stereo not drawn)	-13	0.5	13	-1.4	0	1.4	-4	2	-6	-2.5
CC1CCN(c2ccc([N+](=O)[O-])cc2C(=O)N2CCOCC2)CC1	-3	-3.4	-1	1.7	-4	1.6	3	-3	-2	-4.0
CC(=O)c1ccc(NC(=O)c2sc3nc(N4CCOCC4)c4c(c3c2N)CCCC4)cc1	7	2.1	-14	-1.2	-1	4.0	4	5	-4	-2.6
CCOC(=O)c1c(/N=C/c2cc(C)ccc2O)sc2c1CCC2	9	5.4	9	2.0	-7	2.2	-1	-1	-9	-0.3
Cc1cc2oc(C(=O)N3CCN(Cc4ccccc4)CC3)c(C)c2cc1C	14	0.7	8	0.2	1	-1.0	-3	-24	2	-0.7
O=C(CCCN1C(=O)S/C(=C\C=C\c2ccccc2)C1=O)Nc1ccc(C(=O)O)cc1	9	-0.1	-69	-2.1	12	0.8	-8	1	-3	-2.0
COC(=O)CSc1nnc2n(C3CCCCC3)c(=O)c3c4c(sc3n12)CCCC4	-2	-0.5	-58	-0.4	/	1.6	-8	-5	-7	-4.2
Cc1cc(F)ccc1NCC(=O)Nc1ccccc1Br	12	5.2	3	1.4	/	4.7	16	0	-3	-1.2
O=C(NCCS(=O)(=O)NCc1ccccc1Cl)c1ccc2c(c1)OCO2	-3	1.0	-15	2.8	3	0.2	-16	3	-2	0.3
O=C(COc1ccc(Cl)cc1)N(Cc1ccccc1)c1ccccn1	-21	2.0	12	2.1	/	1.0	-7	-5	-8	-1.9
CCC(C)(C)NC(=O)C(c1ccc(OC)cc1)N(C(=O)CCC(=O)Nc1cc(C)on1)c1cc(OC)ccc1OC (stereo not drawn)	9	-1.2	4	-0.6	-1	2.5	-14	2	0	-3.2
Cn1cccc1C(=O)C(=O)Nc1ccccc1	-4	1.1	25	1.0	/	4.0	-19	-2	5	1.3
Cc1nc2c(Br)c(C)nn2c2c1CCC2	-12	3.5	-3	1.5	1	-0.7	11	1	-5	-1.2
O=C(NCC(=O)N1CCCCCC1)c1ccc(OC(F)F)cc1	6	1.8	1	3.5	0	4.9	2	0	-9	-1.3
COc1ccc(-n2nc(C(=O)NCC(=O)N3CCN(C)CC3)c3ccccc3c2=O)cc1	-3	1.2	21	-0.1	-1	4.6	-7	-2	-2	-0.4
Cc1ccc(S(=O)(=O)NC(CC(C)C)C(=O)N2CCN(C/C=C/c3ccccc3)CC2)cc1 (stereo not drawn)	-4	1.8	5	-1.4	-1	-0.3	-11	-3	4	-5.4
Cc1[nH]c2ccccc2c1C1=CC(=O)C=CC1=O	8	0.5	15	/	-4	/	-12	4	2	0.2
COc1ccccc1NC(=O)C12CC3CC(C1)CC(c1ccc(C)cc1)(C3)C2	-9	1.6	-16	0.6	-4	0.3	5	-21	-2	-1.5
O=C(Nc1cc(Cl)ccc1N1CCOCC1)c1ccc(=O)[nH]c1	3	2.2	-2	-0.6	-1	-1.4	7	0	13	-0.6
O=C(Cn1nnc(-c2ccccc2)n1)NNC(=O)c1ccc(Br)cc1	-4	3.4	-15	-1.8	-3	1.4	-8	-5	-4	/
CCN1CCN(C(=O)c2[nH]c3ccc(OC)cc3c2C)CC1	/	-0.8	21	-0.8	0	0.7	-12	-2	-1	0.1
Cc1ccc(C)c(OCCC(=O)OCC(=O)Nc2cccnc2Cl)c1	-2	0.2	2	-0.3	-1	2.4	-3	-3	2	-1.8
CC(Oc1ccc(F)cc1)C(=O)Nc1sc2c(c1C(=O)NCc1cccnc1)CCCC2 (stereo not drawn)	1	2.3	/	-1.2	-6	2.8	-10	2	11	/
N#Cc1ccsc1NC(=O)CN(Cc1ccccc1)Cc1ccccc1	1	2.2	0	-1.2	-1	5.0	6	-7	-2	-0.1
CCN(CC(=O)Nc1cc(Cl)cc(Cl)c1)CC(=O)NC1CCS(=O)(=O)C1 (stereo not drawn)	-5	1.9	-11	-2.1	-2	0.2	-14	-4	-3	/
CCN1C(=O)c2ccccc2Sc2ccc(C(=O)NC(C)C)cc21	-13	1.4	-20	-1.3	0	0.8	-17	-1	-3	-1.4
O=C(CCNS(=O)(=O)c1ccc(Br)cc1)NC1CCCCC1	7	0.8	-13	0.0	-1	-0.3	6	-1	-3	-0.5
CCCCNC(=S)Nc1ccc(Cl)cc1	-12	2.6	-18	1.6	-1	2.9	3	-4	-3	-0.9
O=C(O)c1ccc(-n2c(-c3ccc(Br)cc3)n[nH]c2=S)cc1	-10	/	-20	2.1	/	1.6	-7	-1	6	-0.9
O=C(Cn1cnc([N+](=O)[O-])c1)c1ccc(F)cc1	6	0.3	-16	-0.1	1	0.9	-11	0	-10	-1.0
CC1Cc2ccccc2N1C(=O)CSc1nnc(-c2ccc(S(=O)(=O)N3CCCC3)cc2)n1C (stereo not drawn)	8	3.9	9	0.7	/	4.4	4	0	2	-1.1
COc1ccc(C)cc1NC(=O)c1ccc2c(SCC(=O)O)c3c(nc2c1)CCCC3	11	2.7	21	-1.1	-2	0.0	9	2	-9	-3.6
CCn1c(COc2cccc(OC)c2)nnc1SCC(=O)Nc1cc(OC)ccc1OC	13	2.5	/	-1.3	-2	1.2	8	1	4	-0.7
COC(=O)NCC1(C)CC(NC(=O)OC)CC(C)(C)C1 (stereo not drawn)	-2	3.6	-19	0.0	/	0.5	-16	0	1	0.4

Source: PubChem (several laboratories)
